Kir21 block = blocks the mouse Kir2.1 inward-rectifier potassium channel | P35561 | HEK293-Kir2.1, FluxOR thallium flux fluorescence; stronger effect = lower value | B-score at 10 µM | actives 0.85% (n = 310,000);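 active = fluorescence ratio B-score at or below minus 3 SD of library scores, with starting-brightness B-score within 2 SD, cut at about -4.2 in these data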;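 note: channel flux triggered by added potassium and thallium sulfate stimulus; B-score of peak minus minimum fluorescence over baseline after thallium stimulus; more negative B-score means stronger Kir2.1 block with less thallium influx; some compounds called inactive have numbers as strong as hits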
Target sequence (P35561 whole entry, looked up): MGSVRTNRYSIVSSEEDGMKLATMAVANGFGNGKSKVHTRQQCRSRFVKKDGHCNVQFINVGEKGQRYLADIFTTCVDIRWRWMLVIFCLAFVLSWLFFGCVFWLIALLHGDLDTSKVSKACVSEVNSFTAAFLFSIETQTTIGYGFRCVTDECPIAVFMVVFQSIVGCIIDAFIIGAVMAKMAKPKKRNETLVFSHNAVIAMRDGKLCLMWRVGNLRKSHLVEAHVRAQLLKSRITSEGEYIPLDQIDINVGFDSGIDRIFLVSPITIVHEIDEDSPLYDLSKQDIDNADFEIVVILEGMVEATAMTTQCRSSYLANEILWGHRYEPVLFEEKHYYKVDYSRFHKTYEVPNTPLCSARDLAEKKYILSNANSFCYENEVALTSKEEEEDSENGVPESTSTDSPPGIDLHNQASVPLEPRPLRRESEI
KCNQ2 inh = KCNQ2 channel blockers in CHO-K1 cells – cell-based, FluxOR thallium flux, B-score, primary screen (AID 2156); 20 min; stronger effect = lower value; actives 1.1% (n = 310,000); B-score at 10 µM;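 active = fluorescence ratio B-score at most minus 3 library SDs, with starting brightness B-score within 2 library SDs, cut at about -5.5 in these data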
Starred values were filed as active, the others as inactive; i = inactive. Outcome played no part in choosing rows (roughly 1.9% active in at least one column).

No.	Compound	KCNQ2 inh	Kir21 block
1	COc1ccc(NC(=O)c2cc3c([nH]c4ccccc43)c(C)n2)cc1	i	-1.1
2	COCCNC(=O)C(c1ccco1)N(C(=O)Cn1nnc2ccccc21)c1cccc(C)c1C (stereo unspecified)	i	-0.01
3	Cc1cccc(NC(=O)Cc2ccc(Br)cc2)n1	i	1.3
4	C/C(CC(=O)N(C(C)C)C(C)C)=N\NC(=O)COc1ccc(Br)cc1Br	i	-0.24
5	COC(=O)[C@H](CC(C)C)NC(=O)NCc1ccc(Cl)cc1	i	0.93
6	Cc1ccc(OCc2n[nH]c(=S)n2Cc2ccccc2)cc1	i	0.91
7	O=C(CSc1nc(NS(=O)(=O)c2ccccc2)cc(=O)[nH]1)Nc1ccc(F)cc1	i	-0.56
8	Cc1ccc2c(c1)C1CN(C)CCC1N2C(=S)Nc1ccc(OC(F)F)cc1 (stereo unspecified)	i	-2.4
9	CCn1cc(CN2CCCC(C(=O)Nc3ccc(-c4nc5ccccc5[nH]4)cc3)C2)c(C)n1 (stereo unspecified)	i	-1.7
10	COc1ccc(/C=C/C(=O)NC(=S)N2CCCC(C(N)=O)C2)cc1 (stereo unspecified)	i	1.2
11	O=C(Nc1ccccc1NC(=O)NC1CCCCC1)NC1CCCCC1	i	-1.2
12	Cc1ccc(NC(=O)CNc2ccc(OC(C)C)cc2)cc1	i	1.6
13	COc1ccc(C(CNC(=O)CCOc2ccccc2)N(C)C)cc1 (stereo unspecified)	i	-0.37
14	O=C(c1ccco1)n1nc(NCc2ccccc2)nc1NCc1ccccc1	i	0.71
15	Cc1cc(C)c(OC2(c3ccccc3)OC(=O)c3ccccc32)c(C)c1 (stereo unspecified)	i	1.8
16	CC1CN(Cc2nc3c(c(=O)[nH]c(=O)n3C)n2CCCc2ccccc2)CC(C)O1 (stereo unspecified)	i	0.97
17	CC(C)(C)c1ccc(C(=O)CC(=O)c2cc(Cl)ccc2O)cc1	i	-0.03
18	Cc1ccc(-n2cc(CNCCc3ncc(C)[nH]3)c(-c3ccc(F)cc3)n2)cc1	i	-4.1
19	Cc1ccc(-n2nnnc2SCC(=O)NNC(=O)c2ccco2)cc1C	i	-0.93
20	Cc1ccc(S(=O)(=O)N2CCN(C(=O)COC(=O)C3CCC3)CC2)c(C)c1	i	2.5
21	CN(C)C(=O)CSc1nc(-c2cccs2)c(-c2cccs2)[nH]1	i	0.04
22	NS(=O)(=O)c1ccc(CCNC(=O)C(=O)NCC2OCCN2S(=O)(=O)c2ccc(F)cc2)cc1 (stereo unspecified)	i	-0.01
23	COc1ccc(NC(=O)CN(C)C(=O)c2cc(S(=O)(=O)N(C)C)ccc2N2CCCC2)cc1	i	0.05
24	COc1ccc(N(Cc2ccc(N(C)C)cc2)C(=O)c2ccc(S(C)(=O)=O)cc2)cc1	i	0.63
25	O=C(O)c1ccccc1S(=O)(=O)NCC(O)COc1ccc(Br)cc1 (stereo unspecified)	i	0
26	Cc1cccc(N2C(=O)CC(N(C(=O)c3ccco3)c3cccc(C)c3)C2=O)c1 (stereo unspecified)	i	0.09
27	CCCCC1(C)Cc2ccccc2C(=S)N1 (stereo unspecified)	i	1.7
28	Cc1cc(=O)oc2c3c(cc(OCC(=O)NC(C)C)c12)OC(C)(C)CC3	i	2.2
29	CN1C(=O)N(C)C2(c3ccccc3)NC(=O)NC12c1ccccc1 (stereo unspecified)	i	-0.78
30	CC(=O)N(c1ccccc1)c1nc(/C=C/C(=O)Nc2c(C)cc(C)cc2C)cs1	i	0.03
31	C=CCn1c(=O)c(C(=O)NC2CC2)c(O)c2cc(OC)c(OC)cc21	i	2.4
32	Cc1ccnc(NC(=O)c2cc(S(=O)(=O)N3CCCCC3)ccc2Cl)c1	i	0.01
33	CCCCS(=O)(=O)/C=C\C=C/S(=O)(=O)CCCC	i	-1.7
34	NS(=O)(=O)c1ccc(N2N=C(c3ccccc3)CC2c2ccc(F)cc2)cc1 (stereo unspecified)	i	1.3
35	O=C(COc1cccc(Br)c1)N/N=C/C(=O)c1ccccc1	i	-0.03
36	COc1cc(S(=O)(=O)N2CCC(c3nc4ccccc4s3)CC2)ccc1S(=O)(=O)N1CC(C)CC(C)C1 (stereo unspecified)	i	-0.2
37	Cc1ccc(C)c(CNS(=O)(=O)c2c(C)[nH]c(C)c2C(=O)N2CCCC2)c1	i	1.2
38	O=c1oc2cc(OCc3nn[nH]n3)ccc2c2c1CCCC2	i	-0.13
39	Cc1cc(NC(=O)CC(C)(C)C)nc2c1c(=O)oc1ccccc12	i	-1.1
40	O=[N+]([O-])c1ccc(/C=C/C2=NN(c3ccccc3)C(c3ccco3)C2)o1 (stereo unspecified)	i	-0.88
41	COC(CNc1ncnc2sc(-c3ccccc3)cc12)OC	i	-0.02
42	CC(C)N1CCc2c(sc(NC(=O)CCS(=O)(=O)c3ccccc3)c2C#N)C1	i	-0.42
43	O=C(NCCCNc1ccc([N+](=O)[O-])cc1Cl)c1ccccc1F	i	0.13
44	Cn1c(=O)c2c(ncn2CC(=O)OCC(=O)Nc2cccc(Cl)c2)n(C)c1=O	i	-2.4
45	N#Cc1cc2c(=O)n3ccccc3nc2n(Cc2ccco2)c1=NC(=O)c1ccco1	i	0
46	CC(C)(Oc1ccc(Cl)cc1)C(=O)NC1CCN(Cc2ccccc2)CC1	i	-2.1
47	O=C(Nc1ccc(Cl)cc1)N1CCSCC1	i	-0.3
48	CC1(C)CC(=O)N(CC(=O)NCc2ccccc2)c2ccccc2S1(=O)=O	i	0.17
49	CSc1nc(=S)cc(C)[nH]1	i	-1.2
50	Cc1ccccc1CN1CCC(n2nccc2NC(=O)c2cccnc2)CC1	i	-0.64
51	CCn1nc(NS(=O)(=O)c2ccc(F)cc2)c2cc3cccc(C)c3nc21	i	0.23
52	NS(=O)(=O)c1ccc(N/N=C/c2cn(-c3ccccc3)nc2-c2cccs2)cc1	i	-0.5
53	O=C(NCCc1ccccc1)C1CCN(S(=O)(=O)N2CCC3(CC2)OCCO3)CC1	i	1.4
54	COC(=O)[C@]1(C)N[C@H](c2ccc(SC3CCCCC3)c(OC)c2)[C@@H]2C(=O)N(C)C(=O)[C@@H]21	i	0.11
55	Cc1ccc(Nc2nnc(SC3CCOC3=O)s2)cc1 (stereo unspecified)	i	0.58
56	COc1ccc(NC(=O)Cn2nc(C(F)(F)F)c3c2CCCC3)c(OC)c1	i	-0.03

Next section
No.	Compound	KCNQ2 inh	Kir21 block
57	Cc1nc2ccccc2n1CC(O)Cn1c2ccccc2c2ccccc21 (stereo unspecified)	i	-2.4
58	CCn1c(Cl)c(C=O)s/c1=N\S(=O)(=O)c1ccccc1	i	-1.8
59	CC1CCC2(CC1)NC(=O)N(CC(=O)NCc1ccc3c(c1)OCO3)C2=O (stereo unspecified)	i	0.44
60	CC(C)C(C(=O)Nc1nccs1)c1ccccc1 (stereo unspecified)	i	1
61	COc1ccc(C)cc1NC(=O)N1CCC(CO)(CC2CCCCO2)CC1 (stereo unspecified)	i	0.83
62	Cc1cccc(NC(=O)c2cc3c(n(-c4ccccc4)c2=O)CCCC3=O)n1	i	1.4
63	COc1ccc(NC(=O)c2ccc(-c3ccccc3)cc2)cc1S(=O)(=O)N1CCOCC1	i	-0.59
64	COc1ccc(N2CCN(S(=O)(=O)c3cc4c(cc3C)N(C(C)=O)CCO4)CC2)cc1	i	0.56
65	Cc1ccccc1-c1nc2cc(Cl)ccc2c(=O)o1	i	-0.08
66	Cc1ccc(CNC(=O)C2CCN(S(=O)(=O)c3ccc4c(c3)OCCCO4)CC2)cc1	i	-2.3
67	Cn1c(=O)c2c(nc(SCCN3CCCCC3)n2C)n(C)c1=O	i	0.11
68	CCC(C)Nc1nc(N)c([N+](=O)[O-])c(NC2CCCCC2)n1 (stereo unspecified)	i	1.8
69	CN(C)CC/C=C1/c2cc(F)ccc2Sc2ccc(Cl)cc21	i	-8.5*
70	Cc1ccc2c(CN3CCN(CCO)CC3)cc(=O)oc2c1	i	0.62
71	CCOC(=O)C1CCN(CC(O)COC(CC)c2ccccc2)CC1 (stereo unspecified)	i	1.7
72	COc1cc2nc(-c3ccc(Br)o3)oc(=O)c2cc1OC	i	0.89

Compounds shown so far containing a nitro group on carbon, in the order listed:
No.	Compound	KCNQ2 inh	Kir21 block
40	O=[N+]([O-])c1ccc(/C=C/C2=NN(c3ccccc3)C(c3ccco3)C2)o1 (stereo unspecified)	i	-0.88
43	O=C(NCCCNc1ccc([N+](=O)[O-])cc1Cl)c1ccccc1F	i	0.13
68	CCC(C)Nc1nc(N)c([N+](=O)[O-])c(NC2CCCCC2)n1 (stereo unspecified)	i	1.8

Remaining list, next part.
No.	Compound	KCNQ2 inh	Kir21 block
73	Cc1ccc(C2Nc3cccc4cccc(c34)N2)cc1	i	-0.8
74	CC(Oc1ccccc1F)C(=O)NCCN1CCCCC1 (stereo unspecified)	i	1.5
75	CCN(CC(=O)Nc1c(F)cccc1F)C(=O)c1ccc(-c2ccccc2)cc1	i	0.91
76	c1ccc(C(c2ccccc2)N2CCN(c3ccc4ccccc4n3)CC2)cc1	i	-1.3
77	COc1cc(/C=C(\C#N)c2nc3ccccc3n2C)cc(OC)c1O	i	-4.5
78	CCCOc1c(OC)cccc1C1CC(=O)Nc2cc3c(cc21)OCCO3 (stereo unspecified)	i	0.57
79	COC(=O)c1sccc1-c1ccc(C(N)=O)o1	i	1.1
80	CC(Sc1ccccc1)C(=O)N(CCC#N)Cc1cccnc1 (stereo unspecified)	i	-0.68

Down the list, as entered above:
Nos. 77 to 80 in KCNQ2 inh read i, i, i, i

Next section.
No.	Compound	KCNQ2 inh	Kir21 block
81	CCN(CC)S(=O)(=O)c1ccc(N2CCN(S(=O)(=O)c3ccccc3)CC2)nc1	i	-1.6
82	COc1cccc(C2N(c3ccccc3)CCN2c2ccccc2)c1OC	i	-1.1
83	Cc1cccc(-n2c(C)n[nH]c2=S)c1	i	-0.08
84	CCCNC(=O)NC(=O)CSc1nc2ccccc2c(=O)n1Cc1ccncc1	i	2
85	Cc1cccc(NC(=O)c2ccc(NC(=O)c3ccccc3Br)cc2)c1	i	1.1
86	Cc1ccc(S(=O)(=O)CC(O)CN2CCCC2=O)cc1 (stereo unspecified)	i	1.3
87	Cc1ccc(F)cc1NC(=O)C1C2CCC(O2)C1C(=O)O (stereo unspecified)	i	0.01
88	CN(C)CCCNc1ncnc2c1cnn2Cc1ccccc1Cl	i	-0.86
89	COc1ccc(NS(=O)(=O)c2ccc(C)c(C(=O)OC(C)C(=O)N3CCOCC3)c2)cc1 (stereo unspecified)	i	1.1
90	Cc1nc(NCCc2ccccc2)sc1C(=O)N(C)C	i	-1.7
91	CC1(C)Cc2ccccc2C(NN=C2CCCC2)=N1	i	-0.03
92	Cc1ccc(S(=O)(=O)N2CCC(C(=O)NC3CC3)CC2)cc1	i	-0.87
93	CCc1ccc(NC(=S)N2CCN(c3cccc(OC)c3)CC2)cc1	i	0.02
94	O=C(NC(=O)N1CCCC1)c1csnn1	i	-0.04
95	O=C(O)/C=C\C(=O)Nc1ccccc1C(=O)N1CCN(c2ccc(Cl)cc2)CC1	i	0.6
96	COc1ccc(OC)c(S(=O)(=O)Nc2cnc3ccccc3c2)c1	i	0.05
97	C/C(Cl)=C\Cn1c(NCCCn2ccnc2)nc2c1c(=O)n(C)c(=O)n2C	i	0.31
98	Cc1ccc(C(=O)OCC(=O)N2C(C)CCCC2C)cc1S(=O)(=O)N1CCCCC1 (stereo unspecified)	i	-0.12
99	CCOC(=O)c1cc(C#N)c(N)nc1C	i	0.52
100	CCCCC(=O)Nc1nc2ccc(C(=O)OC)cc2s1	i	0.88
101	O=C(O)CSCC(=O)N1CCN(c2ncnc3scc(-c4ccccc4)c23)CC1	i	-0.88
102	O=C1CCc2cc(S(=O)(=O)NCc3ccc(F)cc3)cc3c2N1CC3	i	0.04
103	CCOc1ccc(NC2=C(Cl)C(=O)N(Cc3ccccc3)C2=O)cc1	i	0.72
104	Cc1cc(=O)oc2cc(OCCCC[n+]3ccccc3)ccc12	i	2.1
105	CCn1c(SCC(=O)Nc2nc(C)c(C)s2)nc2cccnc21	i	-0.63
106	COC(=O)CN(c1ccc2c(c1)OCO2)S(C)(=O)=O	i	1
107	O=S1(=O)CCC(NC(=S)N2CCCCC2)C1 (stereo unspecified)	i	-0.44
108	COc1ccccc1NC(=O)COc1ccc(/C=N/n2cnnc2)cc1OC	i	-0.04
109	CCc1nnc(NC(=O)c2ccc(S(=O)(=O)N(CCOC)CCOC)cc2)o1	i	-0.55
110	O=C(Cc1ccccc1)NCC(=O)OCC(=O)c1ccc([N+](=O)[O-])cc1	i	2
111	CCOc1cc(N2CCOCC2)c(OCC)cc1NC(=O)c1ccccc1C	i	0.06
112	CCOc1ccc(CCNC(=O)c2cc3sccc3n2C)cc1OCC	i	-0.85

Some of the entries above, set out differently:
105. CCn1c(SCC(=O)Nc2nc(C)c(C)s2)nc2cccnc21
  KCNQ2 inh = i	Kir21 block = -0.63
110. O=C(Cc1ccccc1)NCC(=O)OCC(=O)c1ccc([N+](=O)[O-])cc1
  KCNQ2 inh = i	Kir21 block = 2
108. COc1ccccc1NC(=O)COc1ccc(/C=N/n2cnnc2)cc1OC
  KCNQ2 inh = i	Kir21 block = -0.04

Following part.
No.	Compound	KCNQ2 inh	Kir21 block
113	COc1ccc2nc(SCC(=O)Nc3cc(C)on3)c(C#N)cc2c1	i	0.04
114	O=[N+]([O-])c1cccc(Oc2cnccn2)c1	i	-0.9
115	Brc1ccc(C2=Nc3cccc4cccc(c34)N2)o1	i	0.97
116	CN(CC(=O)Nc1ccc(N2CCOCC2)cc1)CC(=O)Nc1ccccc1C#N	i	-0.03
117	Cc1ccc(-c2[nH]ncc2C(=O)c2cccc(F)c2)c(O)c1	i	0.42
118	Cc1ccc(-c2cc(-c3nnc(SCC(=O)NCC(C)C)n3N)c3ccccc3n2)cc1	i	-0.02
119	Nc1ncnc(Sc2ccccc2)c1[N+](=O)[O-]	i	1.5

Source: PubChem BioAssay
